Assay outcomes from PubChem BioAssay.
BRCA1 expr up – increases BRCA1 expression. Potency, µM (series often up to 46.1 µM), for inactives: top-dose activation, most hits filed as activators. MCF7-BRCA1-FFLuc reporter, luminescence, 48 h; response scale: scaled: vehicle 0%, 10 µM genistein 100%. 380,000 compounds, 1.1% hits; note: nearly all actives have a fitted effect of over 80% in size; some results filed as inactive show a strong effect at the top dose
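Luminescence from a BRCA1-driven firefly luciferase in MCF7 cells was the read-out, taken 15 min after substrate addition following 48 h compound exposure at 37 °C. Data were normalized to a 10 microM genistein control and DMSO vehicle.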
Rab9 prom act – activates the Rab9 promoter; Potency, µM (doses to about 9.22 µM), for inactives: at the top dose activation, negative = inhibition, most hits filed as activators; 320,000 compounds, 2.8% hits; Huh7 Rab9 promoter-luciferase reporter, luminescence, 24 h; AID 485297; note: % of control where 0% means no effect; nearly all actives have a fitted effect of over 60% in size
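Rab9 promoter-driven luciferase in stably transfected Huh7 cells; 1500 cells/well rested 2 h, exposed to compound in DMSO for 24 h at 37 °C, 5% CO2. Luminescence read 10 min after adding luciferase reagent at ambient temperature.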
FLuc counter – inhibits or activates purified firefly luciferase, miR-21 counter-screen. purified FLuc, Km substrates, luminescence inhibition. Potency, µM (highest dose often 57.5 µM), without a hit: top-dose activity change, negative = inhibition, actives largely listed as inhibitors. 360,000 compounds, 6.9% hits. P08659;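 note: plate controls were vehicle for no effect and reference inhibitor for full effect; nearly all actives have a fitted effect of over 55% in size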
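Purified P. pyralis luciferase, 10 nM final, with Km-level 10 uM D-luciferin and 10 uM ATP in 50 mM Tris acetate pH 7.5, 10 mM Mg acetate, 0.01% Tween-20, 0.05% BSA; 6-point qHTS titration about 60 µM downward; luminescence read.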
Gal4-VP16 FLuc – counter-screen for ROR gamma inhibitors: Gal4-VP16 reporter; Drosophila S2 Gal4-VP16 UAS-luciferase, luminescence, 20 h; Potency, µM (top dose mostly 53.6 µM), for inactives: at the highest dose activity, negative = inhibition, actives largely listed as inhibitors; 310,000 compounds, 3.5% hits; AID 2546;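 note: Gal4-VP16 expression switched on by copper sulfate through the metallothionein promoter; % is set by controls: 0 for no effect and ±100 for the full control effect; nearly all actives have a fitted effect of over 50% in size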
p53 reactivator – re-activators of mutant p53. H1299 p53-A138V BP100-luciferase reporter, luminescence, 24 h. Potency, µM (titrated, usually from 92.2 µM), for the others: top-dose activity change, positive = activation, actives largely listed as activators. 320,000 compounds, 0.063% hits. AID 504706; note: % of control where 0% means no effect; nearly all actives have a fitted effect of over 45% in size
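p53-null H1299 cells stably carrying temperature-sensitive p53-A138V and a BP100-luciferase reporter were pinned with compounds (4-point, 1:5 series) and held 24 hrs at 37 deg C. Luminescence was read 10 min after detection reagent.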
ELG1 genotoxic – induces genotoxicity in HEK293T cells with luciferase-tagged ELG1; HEK293T ELG1-luciferase reporter, luminescence, 16 h; Potency, µM (highest dose often 46 µM), inactives show at the top dose activity change, positive = activation, usual class: activators; 330,000 compounds, 1.3% hits; note: % of control where 0% means no effect; nearly all actives have a fitted effect of over 60% in size
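Cells (2,000/well) expressing the ELG1-luciferase fusion are dosed by pin tool and kept 16 hr at 37 °C, 5% CO2. Signal comes from ONE-Glo luciferase reagent after 30 min at room temperature.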
uPA generation – cell surface uPA generation inhibition | cell surface uPA generation assay, qHTS | Potency, µM (doses to about 38.3 µM), inactives show at the highest dose activity change, negative = inhibition, hits mostly inhibitors | 330,000 compounds, 0.31% hits; active = well fitted inhibition curve with a large enough effect; inconclusive = small, poorly fitted or top-dose-only effect; inactive = no such curve, though single readings can be large or run the other way; tested in mouse RAW 264.7 cells; note: % is set by controls: 0 for no effect and ±100 for the full control effect; nearly all actives have a fitted effect of over 55% in size
RORgamma inh – ROR gamma (mouse) transcription inhibition; P51450; Drosophila S2 Gal4-RORgamma UAS-luciferase reporter, 20 h; Potency, µM (series often up to 53.6 µM), for inactives: top-dose activity change, negative = inhibition, hits mostly inhibitors; 310,000 compounds, 5.4% hits; AID 2551; note: % is set by controls: 0 for no effect and ±100 for the full control effect; nearly all actives have a fitted effect of over 60% in size
Target sequence (P51450 whole entry, looked up, the tested form may be a part): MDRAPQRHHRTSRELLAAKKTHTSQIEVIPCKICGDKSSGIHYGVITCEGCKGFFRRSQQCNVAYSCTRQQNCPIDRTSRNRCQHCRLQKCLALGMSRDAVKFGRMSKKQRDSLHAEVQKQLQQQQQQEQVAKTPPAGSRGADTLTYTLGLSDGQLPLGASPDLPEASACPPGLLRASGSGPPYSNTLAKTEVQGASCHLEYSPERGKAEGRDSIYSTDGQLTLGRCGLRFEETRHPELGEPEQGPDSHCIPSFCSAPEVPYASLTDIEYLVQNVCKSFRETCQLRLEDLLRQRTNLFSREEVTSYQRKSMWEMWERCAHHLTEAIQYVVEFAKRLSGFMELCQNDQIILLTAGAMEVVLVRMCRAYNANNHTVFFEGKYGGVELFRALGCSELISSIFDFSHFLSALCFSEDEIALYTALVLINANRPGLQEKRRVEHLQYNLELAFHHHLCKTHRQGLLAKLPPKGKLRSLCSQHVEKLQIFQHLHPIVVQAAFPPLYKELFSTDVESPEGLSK
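Read-out: Photinus luciferase luminescence; inhibitors lower reporter signal. Insect Schneider cells with Gal4-ROR gamma fusion under metallothionein promoter, UAS reporter; 700 uM final copper sulfate induction, 20 hr, ambient temperature.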
NPC1 promoter act – NPC1 promoter activation. Huh7 NPC1 promoter luciferase reporter, 24 h. 320,000 compounds, 2.4% hits. Potency, µM (top dose mostly 9.22 µM), for inactives: top-dose activation, actives largely listed as activators. AID 485313;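 note: % of control where 0% means no effect; nearly all actives have a fitted effect of over 60% in size; reporter is driven by a mutant NPC1 promoter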
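Stable NPC1-promoter luciferase Huh7 line; cpd (DMSO) 24 h, 37 °C, 5% CO2; Amplite luciferase reagent 10 min RT; luminescence readout. qHTS format.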
MBNL1-CUG inh – inhibitors of human MBNL1 binding to CUG repeat RNA. TR-FRET MBNL1-His/biotin-(CUG)12 binding, 665/545 ratio. 280,000 compounds, 0.036% hits. Q9NR56. AID 2675. Potency, µM (titrated, usually from 57.5 µM), inactives show at the highest dose activity change, negative = inhibition, usual class: inhibitors; active = well fitted inhibition curve with a large enough effect in the signal ratio, with a control signal flat, not every such curve was filed as active; inconclusive = small, poorly fitted or top-dose-only effect, or effect the other way, or a change in a side signal; inactive = no such curve, though single readings can be large or run the other way; the % refers to the signal ratio; note: % is set by controls: 0 for no effect and ±100 for the full control effect
Target sequence (Q9NR56 whole entry, looked up): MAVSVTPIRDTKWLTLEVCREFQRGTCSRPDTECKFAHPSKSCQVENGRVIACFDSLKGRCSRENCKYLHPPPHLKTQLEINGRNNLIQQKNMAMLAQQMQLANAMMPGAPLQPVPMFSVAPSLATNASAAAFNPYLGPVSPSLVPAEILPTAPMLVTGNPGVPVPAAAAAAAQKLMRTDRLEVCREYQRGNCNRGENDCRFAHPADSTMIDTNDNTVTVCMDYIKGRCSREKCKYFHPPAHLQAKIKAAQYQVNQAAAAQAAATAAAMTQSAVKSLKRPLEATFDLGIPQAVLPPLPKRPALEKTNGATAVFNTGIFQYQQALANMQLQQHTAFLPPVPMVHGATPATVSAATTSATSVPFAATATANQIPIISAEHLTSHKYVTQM
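MBNL1-His + Biotin-(CUG)12, cpd titration 92 nM–58 uM; Tb anti-His Ab 0.055 ng/ul, SA-XL665 5 nM (final); 60 min RT; ratiometric 665/545 nm, Ex 340 nm; normalized to buffer and full-complex controls.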
Numbers without * were called inactive; u = inconclusive; x = not tested or not shown; & = joins results of further samples; ! = not confirmed by another sample; [ ] = another dose, or the depositor's remark. Unless noted, calls come from the whole dose curve; as a rule, active = well fitted curve in the direction sought with a large enough effect; inconclusive = small, poorly fitted or top-dose-only effect, or another doubt; inactive = no such curve, though single readings can be large; an effect the other way counts as inactive or inconclusive. Potency is the fitted concentration of half-maximal effect. Hits appear at their usual frequency (roughly 13% active in at least one column).

canonical_smiles,BRCA1 expr up,ELG1 genotoxic,Gal4-VP16 FLuc,MBNL1-CUG inh,p53 reactivator,FLuc counter,RORgamma inh,uPA generation,NPC1 promoter act,Rab9 prom act
COC(=O)c1nnn(-c2nc(N3CCOCC3)nc(N3CCOCC3)n2)c1C,-6%,2%,-2%,-2%,3%,6%,-6%,-2%,-9%,-2%
O=C(COc1ccccc1)Nc1nc(-c2cccs2)cs1,49%,7%,5%,-8%,15%,u,-3%[10 µM],1%,7%,-1%
O=C(NCc1ccccn1)C(=O)NN=C1CCCCCCCCCCC1,-7%,1%,-9%,0%,-2%,3%,-12%,3%,0%,2%
COc1cccc2sc3ccc(C#CC4(O)CCCCC4)cc3c(=O)c12,u,u,-4%,7%,u,2.1µM*,u,u,1.6µM*,2.8µM*
Cc1onc(-c2ccccc2Cl)c1C(=O)Nc1c(C)n(C)n(-c2ccccc2)c1=O,4%,3%,u,-8%,10%,-1%,1%,6%,-1%,-1%
CC(=O)/C(=N/Nc1ccc(Br)cc1)N1CCCc2ccccc21,-38%,-5%,-3%,1%,1%,0%,17%,9%,1%,-1%
CC1(C)CC(=O)c2cnc3c(C#N)cnn3c2C1,-1%,-2%,3%[10 µM],-3%,-4%,0%,-16%,-9%,-2%,-6%
Cc1ccc(CN(C)Cc2cc(=O)oc3cc(C)c(Cl)cc23)cc1,2%,-1%,3%,-8%,-2%,5%,-13%,4%,1%,-4%[1.84 µM]
COC(=O)c1c2c(nc3ccccc13)CCC2,6%,4%,-2%,-3%,3%,4%,-35%,3%,-1%,-1%
Cc1ccccc1N=C(NO)c1cccnc1,4%,0%,-3%,-4%,6%,1%,7%,10%,-1%,-1%
CCc1ccccc1NC(=O)NC(C)c1ccc2c(c1)OCO2 (stereo not drawn),8%,-5%,7%,3%,6%,3%,27%,-5%,2%,8%
COc1ccc2[nH]c(=O)c(CN(CCc3ccccc3)Cc3nnnn3CC3CCCO3)cc2c1 (stereo not drawn),-2%,-4%,2%,u,16%,-2%,-19%,2%,2%,-2%
COc1ccccc1-c1csc(NC(=O)c2cc(-c3cccs3)nc3ccccc23)n1,14%,0%,2%,x,1%,1%,u,9%,-7%,-2%
C#CCOc1ccc(/C=C2/C(=O)ON=C2C)cc1Cl,-2%,-2%,-2%,16%,2%,-18%,2%,-2%,11%,-25%
O=C1C2CC=C(Cl)CC2C(=O)N1CNc1ccccn1 (stereo not drawn),-3%,1%,12%,0%,-4%,-2%,3%,-9%,-3%,-7%
O=C1c2cccc3cccc(c23)C(=O)N1/N=C/c1ccc(O)cc1O,-7%,3%,-9%,u,-4%,2%,-11%,-5%,-2%,3%
N#C/C(=C\c1ccc(O)cc1)C(=O)NCc1cccc(Cl)c1,-10%,2%,0%,5%,7%,-7%,25%,4%,0%,-1%
COC(=O)c1ccccc1C(=O)N1CCOCCOCCOCC1,-3%,-1%,-1%,0%,11%,2%,2%,5%,-2%,8%
CCN(CC)c1ccc(CN(C(=O)c2cc(OC)c(OC)c(OC)c2)C2CCS(=O)(=O)C2)cc1 (stereo not drawn),-32%,0%,-18%,-6%,-22%,0%,0%,-5%,0%,-3%
Cc1cc(C)cc(-n2c(C)cc(C(=O)CSc3nnnn3C)c2C)c1,30%,15%,-25%,-8%,4%,-4%,20%,17%,9%,-3%
COc1ccccc1CNC(=O)C(C)Oc1ccccc1 (stereo not drawn),15%,-5%,-2%,-4%,11%,6%,10%,-1%,-4%,-2%
CC(=O)NC(CC(=O)OCC(=O)NCCc1ccccc1)c1ccccc1 (stereo not drawn),2%,3%,x,x,4%,0%,x,0%,0%,8%
O=C(CN1C(=O)COc2ccccc21)NNC(=O)Nc1ccccc1F,2%,3%,-2%,-1%,-5%,5%,1%,7%,-6%,4%
c1ccc2oc(-c3csc(NCC4CCCO4)n3)cc2c1 (stereo not drawn),u,2.3µM*,u,9%,5%,1.5µM*,7.9µM*,2%,1.6µM*,0.4µM*
OC(Cn1cncn1)c1ccc(Cl)cc1 (stereo not drawn),-17%,0%,-1%,4%,1%,10%,-9%,x,-3%,-1%
CCOP(=O)(c1ccccc1)c1nc(-c2ccccc2C)oc1NCc1ccccc1 (stereo not drawn),1%,0%,6%,-13%,4%,5%,15%,-4%,-1%,u
COc1ccc(-c2cc(C(=O)O)c3ccccc3n2)c(OC)c1,13%,16%,-3%,-1%,2%,u,-12%,-6%,-3%,-1%
O=C(CN1C(=O)NC2(CCCC2)C1=O)NCCN1C(=O)S/C(=C\c2ccccc2F)C1=O,-1%,-5%,x,x,0%,-16%,x,2%,0%,4%
CCOc1ccc2nc(Nc3nc(CSc4nnnn4-c4ccccc4)cc(=O)[nH]3)nc(C)c2c1,6%,-1%,-1%,-2%,6%,4%,3%,4%,-2%,2%
c1ccc2[nH]c(-c3ccnc4ccccc34)nc2c1,32%,u,15%&-2%,u,u,24µM*,16%&32%,-5%&3%,u,3.5µM*
C#CCn1c(=NC(=O)c2ccc(S(=O)(=O)N3CCc4ccccc4C3)cc2)sc2cc(S(N)(=O)=O)ccc21,-92%,1%,10µM*,u,-22%,0%,11µM*,2%,-14%,-30%[inhibitor]
O=C(CSc1ccc2c(c1)OCCO2)NCC1CCCO1 (stereo not drawn),1%,4%,-4%,-4%,5%,-8%,-9%,0%,2%,15%
Cc1ocnc1C(=O)Nc1ccc(Cl)cc1,u,u,-6%,5%,12%,u,0%,0%,u,u
Cc1ccc(-c2csc(NC(=O)CN3CCOCC3)n2)cc1,-1%,-8%,23%,3%,-8%,-15%,-30%,-2%,-7%,-1%
O=C(CSc1nnc(COc2ccccc2)n1Cc1ccco1)c1ccc(F)cc1,7%,-7%,u,-5%,-3%,4%,u,0%,7%,-2%
O=C(c1ccc(Br)c([N+](=O)[O-])c1)N1CCN(Cc2ccccc2)CC1,-25%,-5%,-10%,19%,x,-2%,30%,-8%,10%,-1%
O=C(CO/N=C/c1ccccc1O)NNC(=O)c1ccccc1Cl,0%,1%,14µM*,-1%,10%,5%,20µM*,7%,0%,-1%
COc1ccc(Cl)c2sc(N3CCN(C(=O)C4=COCCO4)CC3)nc12,-9%,-16%,x,x,-13%,0%,x,-5%,12%,-3%
O=C(Cn1ccc2ccccc2c1=O)Nc1ccc2c(c1)OCO2,-24%,13%,-8%,2%,u,4%,9%,-5%,-3%,3%
O=C(CN1CCCC1)N/N=C/c1ccc(-c2cccc(Cl)c2)o1,6%,-2%,-17%,u,0%,12µM*,u,0%,1%,-2%
COc1ccc(NC(=O)c2cccc(OC(=S)N3CCOCC3)c2)cc1,-5%,-5%,-13%,-10%,4%,u,3%,-25%,-1%,0%
CCN(C(=O)C1=COCCO1)c1nc2c(C)cccc2s1,79%,21µM*,x,x,11%,15µM*,x,-3%,29%,u
O=C(NCc1ccc2c(c1)OCO2)c1cccc(S(=O)(=O)N2CCCCC2)c1,-22%,-2%,-25%,-15%,-12%,-4%,u,x,0%,-5%
CCOc1ccccc1O[C@H](c1ccccc1)[C@H]1CNCCO1,20%,-16%,x,x,-4%,8%,x,u,0%,0%
Cc1cccc(NC(=O)c2cnn3ccccc23)c1C,13µM*,15%,-14%,2%,16%,u,9%,-18%,u,u
Cc1ccc([N+](=O)[O-])cc1-c1ccc(/C=N/NC(=O)c2cc3c(ccc4ccccc43)o2)o1,-20%,-2%,-5%,1%,2%,1%,-8%,2%,-6%,0%
CCOc1ccc(NC(=O)c2ccc3snnc3c2)cc1,7.9µM*!,10%,-4%,7%,u,u,u,8%,u,u
CC1CC(C)(C)Nc2ccc(OC(=O)c3ccco3)cc21 (stereo not drawn),-78%,19%,2.5µM*,4%,-14%,6.7µM*,5µM*,-12%,0%,u
CC1CCN(C(=O)CCCC(=O)N2CCC(C)CC2)CC1,0%,0%,-20%,-4%,11%,9.5µM*,-18%,u,u,18%
Cc1cccc(NC(=S)NNC(=O)c2csc3c2CCC(C)C3)c1 (stereo not drawn),69%,25%,-4%,-4%,21%,12µM*,u,x,16%,u
COc1ccc(OC)c(-c2nc(C)sc2CC(=O)O)c1,11%,0%,1%,-1%,1%,0%[2.3 µM],-2%,9%,-1%,1%
COc1ccc2c(C)cc(C)nc2n1,6%,-2%,8%,-5%,1%,-1%,-34%,16%,-1%,1%
O=C(CN1CCN(Cc2cccc(F)c2)CC1)NCc1ccccc1,-15%,-7%,21%,-11%,-1%,3%,u,-2%,0%,-6%
